miR122 inh: miR-122 inhibition in Huh7 cells | Huh7 miR-122 Renilla luciferase sensor, 48 h; neutral wells = 0, positive control = 100 | activation (reporter increase), % at 12.5 µM | 340,000 tested, 0.3% active | AID 602342;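 active means mean replicate activation score at least 90 and every replicate individually at or above 90; inconclusive means only one of the two criteria met; inactive means neither criterion met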;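 further: higher luciferase means less miR-122 activity so hits act as miR-122 inhibitors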
Casp6 inh: blocks human caspase-6 cleavage activity; P55212; purified caspase-6, Z-VEID-R110 cleavage fluorescence; inhibition, % at 12.5 µM; 350,000 tested, 0.53% active; AID 686996;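 active means mean inhibition across replicates at least about 35%, with every replicate also reaching that limit, limit read from the data; inconclusive means only one of the two criteria met; inactive means neither criterion met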;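 further: 0% = median of neutral control wells and 100% = no fluorescence left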
Target sequence (P55212 24-179 limits assumed): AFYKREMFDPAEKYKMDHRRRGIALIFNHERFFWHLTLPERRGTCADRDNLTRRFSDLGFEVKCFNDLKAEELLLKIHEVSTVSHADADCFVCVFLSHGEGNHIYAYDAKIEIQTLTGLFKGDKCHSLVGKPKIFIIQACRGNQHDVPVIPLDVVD
Target sequence (P55212 194-293 limits assumed): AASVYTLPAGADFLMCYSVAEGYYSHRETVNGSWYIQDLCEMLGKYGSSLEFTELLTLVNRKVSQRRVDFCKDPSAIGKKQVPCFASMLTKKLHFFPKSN
ERAP1 HTS inh: ERAP1 (human) enzyme inhibition; inhibition, % at 10.7 µM; recombinant ERAP1, Leu-AMC fluorescence, 60 min; 340,000 tested, 0.15% active; Q9NZ08; AID 652197;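 active means mean replicate inhibition of at least 30%, or all replicates individually reaching that 30% level; inactive means mean below 30% and not every replicate reaching it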;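 further: 0% = neutral control wells and 100% = L-leucinethiol positive control wells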
SIRT5 inh: inhibitors of human sirtuin-5 desuccinylase; inhibition, % at 15 µM; AID 652115; Purified SirT5, succinyl-peptide AMC, trypsin-coupled fluorescence; 330,000 tested, 1.1% active; in the data active means inhibition above about 15%; inconclusive means no clear call, values can overlap the other calls
Target sequence (Q9NXA8 whole entry, looked up): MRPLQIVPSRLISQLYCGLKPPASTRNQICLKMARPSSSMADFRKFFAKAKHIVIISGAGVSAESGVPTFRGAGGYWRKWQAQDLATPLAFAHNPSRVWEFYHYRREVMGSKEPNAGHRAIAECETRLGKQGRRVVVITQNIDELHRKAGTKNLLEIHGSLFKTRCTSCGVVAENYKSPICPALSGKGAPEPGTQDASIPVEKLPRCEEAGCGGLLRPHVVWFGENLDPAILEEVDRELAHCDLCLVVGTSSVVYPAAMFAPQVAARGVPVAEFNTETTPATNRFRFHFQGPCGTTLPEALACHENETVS
ERp5 block: blocks human ERp5 reductase activity on insulin. Q15084. inhibition, % at 9.99 µM. AID 651711. ERp5 insulin aggregation, absorbance 650 nm, 90 min. 350,000 tested, 0.05% active;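 active means mean replicate inhibition above about 25%, with every replicate also reaching it, limit read from the data, passing the limit was not always enough; inconclusive means only one of those two criteria met; inactive means neither criterion met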
Target sequence (Q15084 whole entry, looked up): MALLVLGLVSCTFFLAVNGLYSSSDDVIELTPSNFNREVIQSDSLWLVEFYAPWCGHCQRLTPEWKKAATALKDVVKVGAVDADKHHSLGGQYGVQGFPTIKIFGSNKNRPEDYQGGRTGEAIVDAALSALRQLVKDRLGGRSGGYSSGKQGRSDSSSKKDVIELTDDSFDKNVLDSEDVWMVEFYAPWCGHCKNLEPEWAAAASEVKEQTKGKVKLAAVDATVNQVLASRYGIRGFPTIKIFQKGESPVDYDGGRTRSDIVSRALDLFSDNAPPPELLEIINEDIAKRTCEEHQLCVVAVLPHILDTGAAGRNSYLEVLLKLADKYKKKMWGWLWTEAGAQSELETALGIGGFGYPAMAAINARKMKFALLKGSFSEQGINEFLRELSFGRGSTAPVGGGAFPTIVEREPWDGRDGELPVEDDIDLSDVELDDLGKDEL
DENV2 CPE: inhibitors of DENV2 cytopathic effect. CPE inhibition, % at 9.99 µM. 350,000 tested, 1.7% active. DENV2-infected cells, cytopathic effect rescue, plate reader; in the data active means CPE inhibition above about 20%, passing the limit was not always enough; inconclusive means no clear call, values can overlap the other calls; tested in BHK-21 cells;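 further: 0% = median of neutral control wells and 100% = median of positive control wells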
F508del corr: correctors of CFTR F508del function in bronchial epithelial cells; CFBE cells, YFP halide quenching; stimulated with forskolin plus potentiator P3; % fluorescence drop versus neutral controls; 350,000 tested, 0.36% active; activity (quench increase), % at 7.58 µM;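 active means mean added fluorescence quench of at least 8% versus neutral control, with both replicates also reaching 8%; inconclusive means only one of the mean or replicate conditions met; inactive means mean below 8% and not both replicates reaching 8%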;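 further: cells transiently co-express mutant CFTR-F508del with the halide-sensitive YFP; corrector assay measuring rescue of mutant channel to the surface after 24 h compound exposure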
Active calls of the source: *; ? = inconclusive; / = not tested or not shown; & = joins results of further samples; [ ] = dose if it differs, or a comment.

SMILES	miR122 inh	Casp6 inh	ERAP1 HTS inh	SIRT5 inh	ERp5 block	DENV2 CPE	F508del corr
COc1ccc(NC(=O)c2ccccc2Sc2ccc(NC(C)=O)nc2)cc1	4	-2	2	1	-3	0	3.0
O=C(CSc1nc(-c2ccccc2)cs1)Nc1cccc([N+](=O)[O-])c1	/	1	9	-4	4	-9	/
CCOC(=O)CNc1nc(C(C)(C)C)nc2c1nnn2Cc1ccccc1	/	-1	-5	-2	-4	-3	-4.5
O=C(c1ccccn1)N1C[C@@H]2[C@H](c3ccccc31)[C@@H](CO)N2C(=O)C1CC1	0[16.7 µM]	-2	-1	3	0	-2	-0.6
Nc1ccc(CCc2ccccn2)cc1	0	-5	-2	1	-2	-7	1.4
COc1ccc2nc(SCC(=O)NCCc3ccccc3)[nH]c2c1	/	-1	-2	-3	5	3	0.7
COC(=O)[C@@]12C[C@@H](CC(=O)NCc3cccs3)C(=O)N(Cc3ccccc3)C1=CCC(C)(C)C2	/	-1	-5	/	0	-13	-1.2
CCNC(=S)NNc1ccccc1	2	0	/	-2	1	4	-0.9
COC(=O)c1sc(NC(=O)CSc2nc3cccnc3n2C)nc1C	-8	0	-2	2	5	0	-2.0
O=C(Nc1cccc(S(=O)(=O)Nc2ccc(Cl)cc2)c1)c1ccccn1	129*	8	1	3	5	2	-1.0
O=C(Nc1ccc2c(c1)OCO2)c1ccc(Cl)cc1Cl	-1	-3	-1	-4	7	3	0.4
Cc1noc(C)c1NC(=O)Nc1ccc2c(c1)C(=O)N([C@H](C)CO)C[C@@H](C)[C@H](CN(C)Cc1ccncc1)O2	-11[16.7 µM]	0	0	-6	-2	0	0.2
O=C(Nc1ccc(F)c(Cl)c1)c1cc(C2CCCCN2C(=O)c2ccc3c(c2)CCO3)on1 (stereo not given)	2	0	14	11	-2	6	5.1
O=C(Nc1ccc(F)cc1F)C1CC(=O)N(Cc2ccccc2)C1 (stereo not given)	3	0	-2	-1	3	?	-1.8
C[C@@H]1CN([C@H](C)CO)C(=O)c2cc(C3=CCCCC3)cnc2O[C@H]1CN(C)C(=O)NC1CCCC1	/	4	0	1	3	-3	-4.3
CNc1nnc(-c2ccco2)s1	-1	1	-2	-2	2	-2	0.4
Cc1csc2nc(CNS(=O)(=O)c3ccc4c(c3)CCCC4)cn12	/	1	3	1	-3	9	0.0
C[C@H]1CCCCO[C@H](CN(C)C(=O)Cc2ccccc2)[C@@H](C)CN([C@@H](C)CO)C(=O)c2cc(NC(=O)NC3CCCCC3)ccc2O1	-5[16.7 µM]	/	/	/	/	25*	5.8
O=C1O[C@@H](c2ccccc2)C[C@@H](O)C(=O)CCc2ccccc21	/	-1	3	-3	9	-9	0.7
Cc1cccc(C)c1N1C(=O)c2ccccc2NC(=O)C1C(=O)Nc1ccc2c(c1)OCCO2 (stereo not given)	/	2	0	-4	-3	-6	-1.5
Cc1ccccc1C(=O)Nc1c2c(nn1C(C)(C)C)CS(=O)(=O)C2	-5	1	-2	-1	-1	-7	-0.1
CCS(=O)(=O)N1CCN(c2ccccc2)CC1	-1	4	/	1	-2	5	-4.4
CCN(Cc1ccc(Cl)s1)C(=O)c1cccc(OCc2c(C)noc2C)c1	/	-2	6	-2	-12	9	-2.9
Cc1cnc(NC(=O)C2(C)CCN2C(=O)C(C)C)s1 (stereo not given)	-3	-3	5	-2	2	16	-1.0
CN(Cc1ccccc1)C(=O)c1cn(C)c2ccc(S(=O)(=O)N3CCCC3)cc2c1=O	4	-1	0	-1	0	1	0.2

New compounds follow
SMILES	miR122 inh	Casp6 inh	ERAP1 HTS inh	SIRT5 inh	ERp5 block	DENV2 CPE	F508del corr
C=CCN(c1ccccc1)S(=O)(=O)c1c(C)[nH]c(=O)[nH]c1=O	-1	2	-1	-3	0	2	-1.9
O=C1C=C(c2cc(F)ccc2F)C[C@@H](c2ccc(Cl)cc2)C1	1	0	0	-1	0	1	1.2
O=C(c1ccc(Cl)cc1Cl)N1CCOCC1	/	-2	-6	-2	2	-10	-3.5
CN(C)C(=O)c1cccc(-c2ccc([C@H]3[C@H](CO)N4CCCCN(CC5CCOCC5)C[C@@H]34)cc2)c1	2[16.7 µM]	3	-1	1	1	-7	2.9
Cc1ccc(C)c(NC(=S)NCc2ccc3[nH]c4c(c3c2)CCCC4)c1	7	-1	0	-10	8	-5	0.6
O=C(C[C@H]1C[C@@H]2c3cc(NC(=O)NC4CCCC4)ccc3O[C@@H]2[C@H](CO)O1)NCc1ccccn1	/	-1	1	-1	5	-3	0.0
C[C@H]1CCCCO[C@H](CN(C)Cc2ccc3c(c2)OCO3)[C@@H](C)CN([C@@H](C)CO)C(=O)c2cc(NC(=O)c3ccncc3)ccc2O1	25[16.7 µM]	4	3	4	10	-7	-2.4
O=c1[nH]c(C2CCN(S(=O)(=O)c3ccc(C(F)(F)F)cc3)CC2)nc2c1nnn2Cc1ccc(F)cc1	/	0	0	-14	-4	-4	5.6
CC(C)(C)[C@H]1COC(=O)CC/C=C\C[C@@H](CC(=O)N[C@H](CO)Cc2ccccc2)C(=O)N1	0	-3	-1	/	2	1	2.2
COc1cc(NC(=O)C2CCCN(S(=O)(=O)c3cnc[nH]3)C2)cc(OC)c1 (stereo not given)	-3	-3	/	/	-8	-5	1.1
CC1CC(=O)Nc2ccccc2N1C(=O)Nc1ccc(F)cc1 (stereo not given)	-1	0	-1	3	1	-11	-2.3
CC(C)N(Cc1nccn1C)C(=O)c1cc(COc2ccc3ncccc3c2)on1	-9	0	-2	-2	-6	5	1.8
CCSc1cc(N2CCOCC2)nc(-c2ccccc2)n1	/	0	1	-5	4	-4	/
CCCC#Cc1ccc2c(c1)O[C@@H](CN(C)Cc1cncnc1)[C@@H](C)CN([C@@H](C)CO)S2(=O)=O	-1[16.7 µM]	1	0	-1	9	-2	-0.2
CN(C(=O)CN1CCN(c2cnn(-c3ccccc3)c(=O)c2Cl)CC1)C1CCS(=O)(=O)C1 (stereo not given)	-3	-1	2	-2	5	-4	-0.9
O=C(c1ccc2c(c1)OCO2)C1CCCN(Cc2ccccc2OC(F)F)C1 (stereo not given)	/	1	1	-1	-7	?	3.1
C[C@H]1CN([C@@H](C)CO)C(=O)c2cccc(NC(=O)C3CCOCC3)c2O[C@@H]1CN(C)S(=O)(=O)c1ccc(Cl)cc1	8[16.7 µM]	0	-4	-2	1	8	-1.3
Cc1ccc(NS(=O)(=O)c2ccc(-c3cnc(C4CC4)o3)cc2)c(C)c1	58	/	1	0	-8	-6	3.3
O=C(NC1CCN(Cc2ccccc2)CC1)c1ccc(CS(=O)c2ccccc2Cl)o1 (stereo not given)	-2	-11	-4	/	0	70*	-2.8
CCCCCOc1ccc(NC(=O)C(=O)NCC2CCCN2CC)cc1 (stereo not given)	11	-2	-5	11	2	6	0.4
Cc1cc(C(=O)N2CCCC2)n[nH]1	/	2	0	-1	-1	?	2.2
COc1cc(C(=O)N=c2sc3ccccc3n2C)cc(OC)c1OC	/	-1	-4	-1	2	6	-0.2
O=C(CCC(=O)Nc1cccc([N+](=O)[O-])c1)N/N=C/c1cccs1	/	3	-1	-1	2	-2	1.9
CC(=O)C1=C(C)N(Cc2ccc(Cl)cc2)C(=S)NC1c1cccc(Br)c1 (stereo not given)	/	-2	1	1	0	-9	-1.7
CCCn1c2ccccc2c2cn[nH]c(=O)c21	-1	-2	-6	-3	5	4	-2.0

Reformatted as a markdown table: part of the list above
| SMILES | miR122 inh | Casp6 inh | ERAP1 HTS inh | SIRT5 inh | ERp5 block | DENV2 CPE | F508del corr |
| --- | --- | --- | --- | --- | --- | --- | --- |
| CCSc1cc(N2CCOCC2)nc(-c2ccccc2)n1 | / | 0 | 1 | -5 | 4 | -4 | / |
| O=c1[nH]c(C2CCN(S(=O)(=O)c3ccc(C(F)(F)F)cc3)CC2)nc2c1nnn2Cc1ccc(F)cc1 | / | 0 | 0 | -14 | -4 | -4 | 5.6 |
| O=C(NC1CCN(Cc2ccccc2)CC1)c1ccc(CS(=O)c2ccccc2Cl)o1 (stereo not given) | -2 | -11 | -4 | / | 0 | 70* | -2.8 |

Following part:
SMILES	miR122 inh	Casp6 inh	ERAP1 HTS inh	SIRT5 inh	ERp5 block	DENV2 CPE	F508del corr
O=C(C1CCOCC1)N1C[C@H]2[C@@H](c3ccccc31)[C@@H](CO)N2Cc1ccccc1	-35[16.7 µM]	-2	0	-2	2	?	0.8
Cc1ccc(C)c(C(=O)c2ccccc2NC(=O)c2ccccn2)c1	7	0	3	-2	3	-7	3.5
COc1cc(C(c2c(C)[nH][nH]c2=O)c2c(C)[nH][nH]c2=O)cc(Cl)c1O	-1	-1	4	4	0	-1	-0.9
COc1ccc(OC)c(NC(=O)CSc2ccc(-c3cccnc3)nn2)c1	4	1	3	-1	-6	5	0.9
CC(=O)c1ccc(N(CC(=O)NC2CCCC2)C(=O)c2ccc(C)s2)cc1	-6	2	1	1	7	1	-0.6
CC(OC(=O)Cn1[nH]c(=O)c2ccccc2c1=O)C(=O)Nc1ccc(Cl)cn1 (stereo not given)	-11	2	-1	-3	-27	14	0.6
Cc1ccc(C(=O)COC(=O)c2cc(=O)[nH]c3ccccc23)cc1	/	-2	-1	1	5	8	0.1
O=S(=O)(O)c1ccc(Cl)c(Cl)c1	-9	-18	3	-1	-9	-2	2.6
Cc1nnc(-c2ccc(N3CCCCCC3)c([N+](=O)[O-])c2)o1	-3	-7	-1	5	5	-1	2.1
O=C(Nc1nccs1)c1ccc([N+](=O)[O-])cc1	1	-1	1	0	-3	-5	2.3
CCN(CC)CCCNC(=O)c1cc(-c2ccc(Cl)c(Cl)c2)on1	/	-11	6	-4	2	18	-3.4
COc1ccc(S(=O)(=O)N(C)C[C@H]2OCCCC[C@H](C)Oc3ccc(NC(=O)Nc4ccccc4)cc3C(=O)N([C@H](C)CO)C[C@H]2C)cc1	4[16.7 µM]	/	/	/	/	13	-2.0
O=C(Nc1ncccn1)c1ccc([N+](=O)[O-])o1	/	3	-5	3	3	4	5.5
Cc1nc(-c2ccc(F)cc2)c(CC(=O)Nc2ccc(C)c(S(=O)(=O)N3CCOCC3)c2)s1	2	-1	-3	0	-7	-5	0.2
N#C[C@H]1[C@@H](c2ccccc2-c2ccccc2F)[C@H](CO)N1C(=O)C1CCOCC1	/	-2	0	2	-2	-14	-0.2
CCNC(=O)Nc1ccc2c(c1)C(=O)N(C)[C@H]1CC[C@H](CC(=O)NCCN3CCCC3)O[C@H]1CO2	-7[16.7 µM]	/	/	/	/	-5	1.3
CNS(=O)(=O)c1cn(CC(=O)NCc2ccc(F)cc2)cc1S(=O)(=O)NC	2	/	0	-6	2	?	-0.4
CCOc1cc(N2CCOCC2)c(OCC)cc1NC(=O)COC(=O)c1ccc(OC)c([N+](=O)[O-])c1	-5	2	-5	2	-15	-6	3.8
CCOC(=O)[C@@H]1[C@H]2COc3cc(OC)ccc3[C@@H]2N2C(=O)N(c3ccc(Cl)cc3)C(=O)[C@@]12C	-18	0	2	/	2	-10	-2.0
CCOc1ccc(NC(=O)C2=C(C)C(=O)OC23CCC(C)CC3)cc1 (stereo not given)	-7	2	2	-2	-12	14	2.1
O=C1C=CC(=O)N1c1ccc2c(c1)Cc1cc(F)ccc1-2	-4	-5	-2	-2	-7	-3	-3.5
O=C(Cc1ccccc1)N1CCc2ccccc21	-8	1	-4	2	0	2	-1.7
C[C@H](CO)N1C[C@H](C)[C@@H](CN(C)S(=O)(=O)c2ccccc2)Oc2c(NC(=O)c3ccncc3)cccc2C1=O	-3[16.7 µM]	3&5	-2&0	/	1&-1	-4&18	1.5&0.9
Cn1cc(CNCc2cn[nH]c2-c2ccc(F)cc2)c(-c2ccc3c(c2)OCCO3)n1	/	-3	5	-1	-2	-2	0.7
Cc1sc2ncnc(Sc3ccccc3C(=O)Nc3ccc(C#N)cc3)c2c1C	/	2	-1	-3	17	13	/
COCCNc1nc2ccccc2n1CC(=O)c1ccc(OC)c(OC)c1	-4	1	-6	1	3	0	-0.2
C[C@H]1CN([C@@H](C)CO)C(=O)c2cccc(NS(=O)(=O)c3cn(C)cn3)c2O[C@@H]1CN(C)CC1CCCCC1	63[16.7 µM]	-5	4	0	-2	1	0.4
CC(=O)c1ccc(COC(=O)Cc2ccc([N+](=O)[O-])cc2)cc1	0	-3	0	-3	1	4	1.5
CCCn1c(=O)c2ccccc2n2c(SCC(=O)/C(C#N)=C(\C)N)nnc12	/	1	0	2	1	6	2.1

Screens from PubChem BioAssay.
